High-throughput results: PubChem BioAssay, Sanford-Burnham Center for Chemical Genomics
Gli-Sufu antag = antagonists of Gli-Sufu signaling; inhibition, % at 5 µM; 0.74% of 340,000 active; AID 588413; Sufu-KO-LIGHT fibroblasts, Gli luciferase reporter luminescence;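 active = inhibition above about 55%, limit read from the data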;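 note: 0% = DMSO-treated cells and 100% = wells with medium but no cells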
A3G deaminase = APOBEC3G (human) deaminase inhibition; Q9HC16; recombinant A3G, ssDNA deamination FAM/TAMRA fluorescence; inhibition, % at 20 µM; 0.28% of 330,000 active; AID 493012;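 active = inhibition of at least 40% at 20 µM, with no more than 30% in the related APOBEC3A deaminase screen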;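 note: plate controls were DMSO wells with A3G for no effect and wells lacking A3G enzyme for full effect; some compounds called inactive have numbers as strong as hits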
EBI2 antag = antagonists of human EBI2 receptor. P32249. EBI2 beta-arrestin recruitment, luminescence, 7a,25-OHC stimulated. inhibition, % at 5 µM. 0.81% of 360,000 active. AID 651636; in the data active = inhibition above about 38%;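 note: enzyme fragment complementation signal reports receptor beta-arrestin coupling in cells; 0% = agonist plus DMSO wells and 100% = wells without agonist; some results beyond the cut were filed as inactive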
Target sequence (P32249 whole entry, looked up, the tested form may be a part): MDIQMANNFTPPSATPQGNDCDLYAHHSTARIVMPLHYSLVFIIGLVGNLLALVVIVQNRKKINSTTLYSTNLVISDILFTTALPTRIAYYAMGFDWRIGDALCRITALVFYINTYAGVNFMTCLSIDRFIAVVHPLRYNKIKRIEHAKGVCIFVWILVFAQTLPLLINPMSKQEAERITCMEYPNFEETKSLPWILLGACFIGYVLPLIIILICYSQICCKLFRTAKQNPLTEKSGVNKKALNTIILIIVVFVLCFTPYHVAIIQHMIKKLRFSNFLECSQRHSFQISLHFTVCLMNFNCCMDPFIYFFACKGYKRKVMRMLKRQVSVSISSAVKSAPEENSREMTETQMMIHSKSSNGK
A3A deaminase = inhibitors of human APOBEC3A DNA deaminase. recombinant A3A, FAM/TAMRA ssDNA deamination fluorescence. 0.41% of 330,000 active. P31941. inhibition, % at 20 µM;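 active = at least 40% inhibition at 20 µM here, with at most 30% in a related deaminase screen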;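 note: plate controls were A3A with DMSO for no effect and wells lacking A3A enzyme for full effect; some results filed as inactive read as strong as hits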
Target sequence (P31941 whole entry, looked up): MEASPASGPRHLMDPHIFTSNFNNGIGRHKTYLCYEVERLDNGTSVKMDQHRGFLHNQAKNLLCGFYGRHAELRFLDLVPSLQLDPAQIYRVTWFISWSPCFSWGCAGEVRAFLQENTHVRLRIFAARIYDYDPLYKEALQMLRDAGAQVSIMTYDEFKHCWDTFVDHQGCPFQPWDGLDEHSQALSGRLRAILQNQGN
CXCR6 inh = CXCR6 (human) receptor inhibition | O00574 | inhibition, % at 20 µM | CHO-K1 PathHunter CXCR6 beta-arrestin, luminescence | 0.36% of 360,000 active | AID 602244; in the data active = inhibition above about 34%, passing the limit was not always enough;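 note: antagonist mode with CXCL16 agonist at 10 nM final; 0% = 10 nM CXCL16 with DMSO and 100% = unstimulated wells without agonist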
CCR6 antagonist = CCR6 (human) receptor antagonism; 0.49% of 340,000 active; P51684; CHO-K1 CCR6 PathHunter beta-arrestin, luminescence, CCL20-stimulated; inhibition, % at 20 µM; AID 493098;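 active = compounds whose inhibition of the agonist-driven luminescence signal at 20 µM reaches about 50%, limit read from the data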;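 note: cells stimulated with CCL20 at 14 nM final; plate controls were DMSO with CCL20 for no effect and DMSO without agonist for full effect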
Target sequence (P51684 whole entry, looked up): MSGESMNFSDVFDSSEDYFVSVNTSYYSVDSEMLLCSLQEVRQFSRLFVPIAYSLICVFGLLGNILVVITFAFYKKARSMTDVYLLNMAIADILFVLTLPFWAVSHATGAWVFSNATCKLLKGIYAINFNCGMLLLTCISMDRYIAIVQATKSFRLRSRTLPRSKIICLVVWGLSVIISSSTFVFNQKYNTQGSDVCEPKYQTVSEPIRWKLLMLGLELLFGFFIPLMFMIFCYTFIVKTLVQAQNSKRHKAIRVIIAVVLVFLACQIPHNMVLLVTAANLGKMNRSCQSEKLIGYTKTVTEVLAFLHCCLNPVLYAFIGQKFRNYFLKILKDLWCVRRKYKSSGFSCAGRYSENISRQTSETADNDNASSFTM
GRIN3A LBD mod = modulates the human NR3A ligand-binding domain. NR3A LBD differential scanning fluorimetry, Tm shift; 0% = protein alone, 100% = glycine-bound protein. Tm shift relative to glycine control, % at 25 µM. 2.5% of 340,000 active. AID 1259313;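 active = melting temperature shift of at least 10% of the positive control shift, at one fixed dose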
MPTP inh = blocks calcium-induced mitochondrial swelling; isolated mouse mitochondria, Ca2+ swelling absorbance, 30 min; inhibition, % at 10 µM; 1.4% of 360,000 active; AID 602449;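 active = inhibition of 50% or more, scaled per plate between neutral and stimulator controls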;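 note: 0% = DMSO wells given calcium and 100% = 1 mM EGTA wells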
* hit, by the source's call; nt = no result given.

SMILES	Gli-Sufu antag	A3G deaminase	EBI2 antag	A3A deaminase	CXCR6 inh	CCR6 antagonist	GRIN3A LBD mod	MPTP inh
CN1C(=O)/C(=N/OC(=O)c2ccccc2Br)c2ccccc21	-4.6	-4.0	-3.4	-1.0	3.6	12.9	5.2	-0.9
O=C(O)c1ccc(N/N=C/C2=Cc3ccccc3OC2)cc1	-31.5	1.2	-0.1	0.0	-8.3	-0.1	-9.9	0.6
CCc1ccc(C2NC(=S)NC3=C2C(=O)CCC3)cc1 (stereo not given)	-1.1	-1.4	-3.3	-3.3	-5.7	-5.5	2.3	0.6
CSc1ccccc1C(=O)NCC(c1ccco1)N1CCCCC1 (stereo not given)	4.2	-3.4	11.2	1.1	-0.2	-7.4	-0.7	0.1
O=C(NCc1ccco1)c1cc(S(=O)(=O)N2CCCC2)ccc1Cl	42.6	-5.6	-12.9	2.9	-4.3	3.1	9.4	2.2
Cc1cc(N2C(=O)Cc3ccccc3C2=O)ccc1C(C)C	3.9	-1.5	5.9	-1.2	12.1	11.0	-2.2	0.1
CCCOC(=O)C1C2C=CC(C2)C1C(=O)OCC(=O)c1ccccc1 (stereo not given)	2.4	-2.9	0.2	-1.8	6.8	-2.8	0.9	0.8
CC(=O)NCCn1ccc2ccccc21	-2.8	-7.5	-2.8	-3.8	-5.9	-5.8	-2.8	-0.9
COCc1ccc(C(=O)Nc2ccccc2C(=O)NCc2cccnc2)cc1	-3.1	-10.9	-3.8	-1.9	3.9	11.3	0.2	-3.1
CCC(Oc1ccccc1)C(=O)N1CCN(c2ccccn2)CC1 (stereo not given)	1.3	-2.2	-5.2	2.8	-4.5	-1.0	0.7	-0.6
COc1ccc(OC)c(-c2nc(CN3CCCCC3c3cccnc3)c(C)o2)c1 (stereo not given)	19.2	-5.0	1.1	-1.8	-2.1	4.0	1.4	-2.5
O=C(CSc1ccc(-c2cccc([N+](=O)[O-])c2)nn1)N1CCCCC1	16.6	2.0	-6.4	3.4	-0.3	-10.2	-1.2	-4.4
Cc1ccc(C(=O)CCC(=O)OCC(=O)N2c3ccccc3NC(=O)C2(C)C)cc1	-1.5	-4.5	-12.3	1.3	-8.5	7.9	-0.1	-1.3
COc1ccc(C(C[N+](=O)[O-])n2nc(C)cc2C)cc1 (stereo not given)	4.9	-1.7	-38.4	9.3	6.1	31.7	1.9	2.7
CCCC(=O)NCCCc1nc2ccccc2n1CC	6.9	1.9	-6.6	-0.2	2.7	13.2	-2.5	0.1
CCCS(=O)(=O)c1c(S(=O)(=O)CCC)c2ccc(C(N)=O)cn2c1C(=O)OC	-3.1	-4.4	-0.1	-0.7	-7.3	9.7	-0.4	2.4
COC(=O)C1C2CCC(C2)C1C(=O)OCC(=O)c1ccc(C)cc1 (stereo not given)	-24.7	-4.6	-0.2	-0.9	-5.3	4.7	0.8	-0.4
COc1ccc(S(=O)(=O)N2CCN(CC(=O)c3ccc(O)c(O)c3)CC2)cc1	21.0	-4.6	-2.8	-3.2	-0.3	13.5	2.5	-0.5
COC(=O)c1sccc1Oc1c(Cl)cccc1[N+](=O)[O-]	-0.3	-5.6	6.3	-2.7	-2.5	8.3	-0.2	-0.6
CCOc1ncnc2c1sc1nc(C)cc(C)c12	3.3	-7.9	6.0	-2.8	13.5	9.6	-1.3	-2.3

3 entries from above, arranged by SMILES length, rising:
SMILES	Gli-Sufu antag	A3G deaminase	EBI2 antag	A3A deaminase	CXCR6 inh	CCR6 antagonist	GRIN3A LBD mod	MPTP inh
CCc1ccc(C2NC(=S)NC3=C2C(=O)CCC3)cc1 (stereo not given)	-1.1	-1.4	-3.3	-3.3	-5.7	-5.5	2.3	0.6
CN1C(=O)/C(=N/OC(=O)c2ccccc2Br)c2ccccc21	-4.6	-4.0	-3.4	-1.0	3.6	12.9	5.2	-0.9
Cc1ccc(C(=O)CCC(=O)OCC(=O)N2c3ccccc3NC(=O)C2(C)C)cc1	-1.5	-4.5	-12.3	1.3	-8.5	7.9	-0.1	-1.3

The list goes on.
SMILES	Gli-Sufu antag	A3G deaminase	EBI2 antag	A3A deaminase	CXCR6 inh	CCR6 antagonist	GRIN3A LBD mod	MPTP inh
CCc1ccc(NC(=O)C(=O)NCCN2CCN(Cc3ccc([N+](=O)[O-])cc3)CC2)cc1	41.3	-2.1	5.3	-1.2	-0.1	-6.9	-1.3	3.1
COC(=O)c1sc(-c2ccccc2)cc1NC(=O)c1ccc(OC)cc1	-2.0	-5.2	35.1	-3.0	2.7	17.4	1.8	1.1
O=C1C2C3C=CC(C3)C2C(=O)N1CN(Cc1ccccc1)CN1C(=O)C2C3C=CC(C3)C2C1=O (stereo not given)	6.9	-3.7	-6.0	-2.3	3.3	4.8	-0.8	-1.0
Cc1c(NS(=O)(=O)c2ccc(NC(=O)CCC(=O)O)cc2)c(=O)n(-c2ccccc2)n1C	62.6*	0.5	4.8	3.2	3.5	1.1	0.9	-0.1
COc1cc(C(=O)N2CCN(c3ccccc3Cl)CC2)ccc1OCC(=O)N1CCOCC1	4.3	-3.2	-17.9	-1.8	-0.2	3.6	-2.6	-0.8
CCCOc1ccc(N2C(=O)CC(N(CCc3ccc(OC)c(OC)c3)C(=O)c3ccccc3)C2=O)cc1 (stereo not given)	-2.6	-4.9	-5.4	0.1	2.5	-13.3	0.2	2.4
COc1ccc(CCNC(=O)C2CC3Cn4c(nc5ccccc54)C3N2Cc2ccccc2)cc1 (stereo not given)	29.8	11.1	11.7	2.4	1.8	16.3	-0.2	-2.6
Cc1ccc(/C=C/C(=O)Nc2sc3c(c2C#N)CCCC3)o1	-25.4	6.7	7.2	9.2	-5.9	17.4	-0.3	2.4
Fc1ccc(COc2ccc3ccccc3c2CNc2nn[nH]n2)cc1	-0.3	-8.4	1.0	-1.5	4.4	-8.9	-8.3	-0.2
Cc1ccccc1COC(=O)CCCC1=NS(=O)(=O)c2ccccc2N1	10.7	-3.9	-3.9	-5.7	0.0	-1.6	0.7	-0.8
CCc1ccc(CN2CCC(n3nccc3NC(=O)c3ccccc3)CC2)o1	42.0	7.9	1.7	1.6	-4.9	16.2	0.5	-0.7
COc1ccc(C(C)=O)cc1CSc1nc2cc(Cl)ccc2o1	4.2	-11.3	7.7	-4.3	-2.7	8.7	-8.5	0.9
CC(C)CC(=O)Nc1ccc(C(=O)Cn2c(=O)oc3ccccc32)cc1	-8.2	-7.4	-10.9	7.9	0.5	-5.3	1.1	1.8
CSc1ccccc1NC(=O)CN1CCCCC1	2.0	-4.0	10.9	2.4	-0.7	4.7	2.2	-1.8
CNS(=O)(=O)c1cccc2nsnc12	0.0	-7.0	-16.2	-3.5	9.4	-10.4	-7.5	0.4
CCCCCc1ccc(OCCOCCn2c[n+](C)c3ccccc32)c(CCCCC)c1	87.3*	nt	11.4	nt	-8.0	4.8	-3.1	48.4
FC(F)(F)c1nnc2sc(-c3ccccn3)nn12	1.7	-5.1	4.2	0.5	0.8	-4.0	-0.4	-1.0
COc1ccc(C(=O)OCC(=O)N2CCC(C)CC2)cc1S(=O)(=O)N1CCOCC1	-1.2	-7.2	-3.9	-0.7	-3.2	-2.9	-1.9	-1.5
O=C(OCC(=O)N1CCN(c2ccccc2)CC1)C1CCCN1S(=O)(=O)c1ccc(Cl)cc1 (stereo not given)	-6.2	-9.4	-7.3	23.6	-5.4	-6.9	3.2	2.2
Cc1ccc2nsnc2c1NC(=O)c1ccc([N+](=O)[O-])o1	9.3	-12.3	-1.2	0.4	-17.1	-21.9	-2.2	-0.1

In another format: entries from further up
> COCc1ccc(C(=O)Nc2ccccc2C(=O)NCc2cccnc2)cc1
  Gli-Sufu antag: -3.1
  A3G deaminase: -10.9
  EBI2 antag: -3.8
  A3A deaminase: -1.9
  CXCR6 inh: 3.9
  CCR6 antagonist: 11.3
  GRIN3A LBD mod: 0.2
  MPTP inh: -3.1

> CCc1ccc(CN2CCC(n3nccc3NC(=O)c3ccccc3)CC2)o1
  Gli-Sufu antag: 42.0
  A3G deaminase: 7.9
  EBI2 antag: 1.7
  A3A deaminase: 1.6
  CXCR6 inh: -4.9
  CCR6 antagonist: 16.2
  GRIN3A LBD mod: 0.5
  MPTP inh: -0.7

> CSc1ccccc1C(=O)NCC(c1ccco1)N1CCCCC1 (stereo not given)
  Gli-Sufu antag: 4.2
  A3G deaminase: -3.4
  EBI2 antag: 11.2
  A3A deaminase: 1.1
  CXCR6 inh: -0.2
  CCR6 antagonist: -7.4
  GRIN3A LBD mod: -0.7
  MPTP inh: 0.1

> CCCC(=O)NCCCc1nc2ccccc2n1CC
  Gli-Sufu antag: 6.9
  A3G deaminase: 1.9
  EBI2 antag: -6.6
  A3A deaminase: -0.2
  CXCR6 inh: 2.7
  CCR6 antagonist: 13.2
  GRIN3A LBD mod: -2.5
  MPTP inh: 0.1

Next section
SMILES	Gli-Sufu antag	A3G deaminase	EBI2 antag	A3A deaminase	CXCR6 inh	CCR6 antagonist	GRIN3A LBD mod	MPTP inh
O=C(c1ccccc1)N(Cc1cccs1)C1CCS(=O)(=O)C1 (stereo not given)	-5.7	-4.9	-6.3	-1.1	-0.3	4.8	-0.6	-0.5
CC1CN(C(=O)CCC(=O)NCc2ccc(Cl)cc2)c2ccccc2O1 (stereo not given)	-1.5	2.0	8.8	2.6	-3.3	13.9	-2.5	-0.8
CCOc1cccc(C(=O)N2CCCN(C)CC2)c1	1.5	-4.5	-1.8	-1.2	-3.5	8.2	-1.8	0.0
CN(CC(=O)NCCc1ccc(S(N)(=O)=O)cc1)CC(=O)Nc1ccc(F)c(F)c1F	3.5	-8.9	-4.7	0.4	-2.3	8.4	-2.0	-0.2
O=C(O)C1C2CCCCC2=C2CCCCC2C1C(=O)c1ccccc1 (stereo not given)	4.9	-2.2	-8.8	3.8	-3.7	3.1	-1.2	0.5
O=C(C1CCCCC1)N1CCN(c2ccccc2F)CC1	19.4	-4.1	0.9	-2.1	4.4	12.2	1.1	-0.1
Oc1cccc(Oc2ncc(C(F)(F)F)cc2Cl)c1	9.8	-1.4	2.2	-0.4	-5.4	-11.6	-13.9	6.6
CCOC(=O)C(C)Oc1cc(Cl)c(C=O)cc1OC (stereo not given)	-10.6	-8.5	0.2	-0.9	6.5	3.7	-0.2	-1.2
Cc1ccc2c(c1)C1CN(C)CCC1N2C(=O)COc1ccc(N(C)C(=O)c2ccccc2)cc1 (stereo not given)	10.8	-4.2	10.0	-3.4	3.7	7.2	0.2	2.3
Cc1ccccc1NC(=O)Nc1nc2ccc(S(C)(=O)=O)cc2s1	-47.4	-0.8	-5.3	0.0	1.8	-2.8	9.7	6.7
Cc1oc(-c2ccccc2Cl)nc1CS(=O)CC(=O)N1CCN(c2ccccc2)CC1 (stereo not given)	2.8	-6.6	0.5	-5.2	-3.9	7.7	-0.9	-1.7
